LYP phosphatase = inhibitors of LYP phosphatase, biochemical, fluorescence intensity, uHTS (AID 1779); Tyrosine-protein phosphatase non-receptor type 22 (Homo sapiens); recombinant LYP phosphatase, fluorescence intensity; higher % means a stronger effect; inhibition, % at 11.5 µM, or IC50 in µM where a hit was titrated; actives 0.054% (n = 290,000); in the data active = inhibition above about 50%;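 note: plate controls were vehicle with enzyme for no effect and no enzyme for full effect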
GPR55 beta-arrestin = GPR55 agonists via beta-arrestin recruitment, primary screen, imaging, U2OS cells, beta-arrestin-GFP redistribution (AID 1961). G-protein coupled receptor 55 (Homo sapiens). U2OS GPR55 beta-arrestin-GFP redistribution imaging; higher % means a stronger effect. activation, % at 10 µM; hits with a dose series show EC50 in µM. actives 0.048% (n = 290,000);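 active = activation above 40% with more than 50 cells counted in the well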;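 note: U2OS osteosarcoma cells stably expressing GPR55 and beta-arrestin-GFP; plate controls were DMSO negative control for no effect and LPI positive control for full effect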
GPR55 LPI antagonism = GPR55 antagonists blocking LPI-driven arrestin recruitment, primary screen, imaging, U2OS, beta-arrestin-GFP, LPI agonist (AID 2013); inhibition, % at 10 µM, or IC50 in µM where a hit was titrated; actives 0.13% (n = 290,000); G-protein coupled receptor 55 (Homo sapiens); U2OS GPR55 beta-arrestin-GFP translocation imaging, LPI antagonism; higher % means a stronger effect;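 active = spots per cell inhibited over 60%, with over 100 cells counted and total cytoplasm intensity under 500,000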;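 note: U2OS cells stably carrying GPR55 and arrestin-GFP stimulated by 5 µM LPI near EC80; imaged beta-arrestin-GFP aggregate spots per cell after agonist stimulation; plate controls were LPI-stimulated DMSO wells for no effect and DMSO wells without LPI for full effect; some results filed as inactive read as strong as hits; confirmed hits need IC50 under 10 µM and bright autofluorescent wells are also inconclusive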
NTR1 ag = agonists of NTR1, primary screen, imaging, U2OS cells, beta-arrestin-GFP, high content (AID 493036) | activation, % at 20 µM | NTR1-U2OS beta-arrestin-GFP spot imaging, agonist mode | actives 0.17% (n = 330,000) | Neurotensin receptor type 1 (Homo sapiens), P30989;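 active = activation at or above 40% of the spot to cytoplasm intensity ratio, with at least 20 cells analyzed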;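 note: 0% = DMSO without peptide and 100% = 100 nM NTR1 peptide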
Target sequence (P30989 whole entry, looked up): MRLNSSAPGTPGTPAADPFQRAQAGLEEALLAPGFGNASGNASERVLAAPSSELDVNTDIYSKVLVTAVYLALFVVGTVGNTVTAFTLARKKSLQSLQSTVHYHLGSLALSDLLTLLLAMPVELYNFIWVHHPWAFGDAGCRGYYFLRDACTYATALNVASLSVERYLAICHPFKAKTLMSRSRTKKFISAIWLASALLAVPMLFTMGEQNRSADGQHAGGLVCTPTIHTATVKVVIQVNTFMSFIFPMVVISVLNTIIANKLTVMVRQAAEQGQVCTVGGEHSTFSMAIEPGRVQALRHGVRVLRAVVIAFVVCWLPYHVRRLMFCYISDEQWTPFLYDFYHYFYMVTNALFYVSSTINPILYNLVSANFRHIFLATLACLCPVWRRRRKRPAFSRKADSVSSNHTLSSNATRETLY
SV40 large T antigen = SV40 large T antigen inhibitors, biochemical (AID 1903) | SV40 large T antigen ATPase/helicase inhibition assay; higher % means a stronger effect | one-dose inhibition, % at 20 µM; IC50 in µM for titrated hits | actives 0.39% (n = 310,000); in the data active = a potency from the dose series; note: strong numbers were not always called active
T cell HTS = modulators of CD8 T cell-vesicle binding, primary screen, mouse 2C CD8+ T cells, flow cytometry; 2C CD8+ T cell-vesicle binding; active compounds read low; calls only at 7 µM; actives 0.068% (n = 330,000); AID 2052, 2009;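 active = response, share of CD8 T cells binding vesicles, and their 90th percentile fluorescence all below set limits, cut at about 80% in these data, passing the limit was not always enough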
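Test system: purified 2C TCR transgenic mouse naive CD8+ T cells. Probe or stimulus: QL9-peptide-loaded Drosophila micro-vesicles bearing Ld, ICAM-1 and B7-1. Incubation: binding step 1.5 h, 37 °C, antibody labelling 20 min, ice. Measured by: flow cytometry of vesicle-bound cells.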
MgcRacGAP inhibition = MgcRacGAP GTPase-activating activity inhibitors, confirmation, biochemical, ADP Hunter fluorescence. one-dose inhibition, % at 30 µM; IC50 in µM for titrated hits. actives 0.6% (n = 340,000). AID 624330, 2012. MgcRacGAP-stimulated Rac1 GTP hydrolysis, ADP Hunter fluorescence; higher % means a stronger effect; GST-tagged Rac1 F28L mutant substrate;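 active = first-screen hits whose inhibition reached a set limit at any dose in the follow-up dose series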;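 note: fluorescence reports GDP produced by GAP-driven GTP hydrolysis; strong numbers were not always called active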
Lipid droplet = inhibitors of hepatocyte lipid droplet formation, primary screen, imaging, high-throughput imaging, BODIPY stain | AML12 mouse hepatocytes, oleate lipid droplets | inhibition, % at 6.5 µM | actives 0.4% (n = 240,000) | AID 1656, 2009;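 active = lipid droplet intensity inhibited by at least 50%, with more than 500 cells counted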
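Material – mouse AML12 hepatocyte cell line, fixed after treatment · Compound dosing – one dose, 6.5 µM compound · Times – compound with oleate, overnight · Measured by – Image-based BODIPY and DAPI two-channel analysis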
GPR35 antagonists = GPR35 antagonists blocking zaprinast-driven arrestin recruitment, primary screen, imaging, U2OS, beta-arrestin-GFP, zaprinast agonist (AID 2058); G-protein coupled receptor 35 (Homo sapiens); U2OS GPR35 beta-arrestin-GFP translocation imaging, zaprinast antagonism; higher % means a stronger effect; inhibition, % at 10 µM; hits with a dose series show IC50 in µM; actives 0.052% (n = 290,000);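 active = inhibition of at least 50% with at least 30 cells and total cytoplasm GFP at most 10,000,000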
Lipid droplet cells 6.5 µM = second read-out of Lipid droplet, no call of its own (marks repeat the call); cell count; measured here: cell count, cytotoxicity flag;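 cells counted across two imaged fields per well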
T cell HTS vesicle-bound % = further read-out of T cell HTS, marked with its call; double positive events, %; measured here: CD8+ vesicle-bound cell fraction;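 binding gate set so that unloaded-vesicle control wells show 10% double positive cells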
NTR1 ag cell count 20 µM = recorded beside NTR1 ag, whose call it bears; cell count; measured here: cell count, cytotoxicity flag
The depositor's hits bear a star; i = inactive; nt = not tested or not shown; & = joins results of further samples.

SMILES	LYP phosphatase	GPR55 beta-arrestin	GPR55 LPI antagonism	NTR1 ag	NTR1 ag cell count 20 µM	SV40 large T antigen	T cell HTS	T cell HTS vesicle-bound %	MgcRacGAP inhibition	Lipid droplet	Lipid droplet cells 6.5 µM	GPR35 antagonists
CC(C)COP(=O)(c1ccc(N(C)C)cc1)C(O)c1ccccn1 (centres undefined)	-3%	-0.2%	-14%	-1.8	79	2%	i	27	8%	nt	nt	2%
N/C(=N\OC(=O)CCCCCN1C(=O)c2ccccc2C1=O)c1ccccn1	7%	-0.2%	0%	-0.4	62	3%	i	36	-2%	19	645	-12%
Cc1ccc(OC(C)C(=O)Nc2ccc(C)c(S(=O)(=O)Nc3ccc(C)cc3C)c2)cc1 (centres undefined)	7%	-0.1%	20%	10	74	12%	i	38	-3%	-42	571	-7%
Cc1ccc(/C=N/NC(=O)Cn2nccc2C)o1	4%	-0.1%	-9%	-1.7	57	10%	i	23	3%	nt	nt	13%
CCCOc1ccc(/C=C/C(=O)NCc2ccccc2)cc1	-7%	-0.5%	16%	4.0	60	3%	i	42	4%	-19	703	4%
COc1ccc(NC(=O)NC(C)C2CC3CCC2C3)cc1 (centres undefined)	-3%	0.1%	7%	-1.2	89	0%	i	56	3%	-13	630	-3%
CN(C)CCN1C(=O)C(=O)/C(=C(/O)c2ccc(F)cc2)C1c1ccccc1 (centres undefined)	0%	-0.3%	-5%	2.5	55	-4%	i	24	10%	nt	nt	7%
Nc1nc2n(n1)C(c1ccccc1)CC(c1ccc(F)cc1)N2 (centres undefined)	-10%	0.7%	11%	-3.6	69	-2%	i	31	5%	nt	nt	4%
CC(Oc1cc2oc(=O)c3c(c2cc1Cl)CCCC3)C(=O)NCCN1CCOCC1 (centres undefined)	-7%	0.6%	-13%	-0.7	59	7%	i	47	11%	-10	733	0%
COc1ccc(-c2nnc(SCC(=O)Nc3cc(C)on3)n2N)cc1OC	-2%	-0.1%	-1%	0.3	90	25%	i	34	5%	nt	nt	4%
Cc1cccc(NS(=O)(=O)c2ccc(C)c(C(=O)OCC(=O)Nc3cc(C)on3)c2)c1	8%	-0.2%	-6%	4.1	78	25%	i	54	2%	-14	757	3%
O=C(O)c1cc(N=Nc2c(O)ccc3ccccc23)cc(C(=O)O)c1	9%	0.2%	14%	nt	nt	5%	nt	nt	32%	nt	nt	-6%
COCCCN=Cc1c(C)[nH]n(-c2ccc(Br)cc2Br)c1=O	-2%	0.6%	8%	1.9	42	3%	i	63	nt	32	750	-4%
CCN1CCN(CCNC(=O)Cn2c(=O)c3cccn3c3ccc(F)cc32)CC1	-9%	-0.2%	10%	-0.6	45	-3%	i	8	14%	-1	687	23%
Cc1ccc(CNC(=O)CN(c2ccc(C)cc2)S(=O)(=O)c2c(C)n[nH]c2C)cc1	-7%	0.2%	-16%	0.7	56	-5%	i	26	-9%	-5	661	12%
CC(C)c1ccc(C2c3[nH]c4ccccc4c3C[C@H]3C(=O)N(c4ccccc4C(=O)N4CCC[C@H]4C(=O)O)C(=O)N23)cc1 (some centres undefined)	4%	-0.2%	12%	0.0	95	11%	i	28	-2%	-2	802	-3%
O=c1c2c3nc4ccccc4nc3n(-c3ccc4c(c3)OCCO4)c2ncn1CC1CCCO1 (centres undefined)	5%	-0.2%	9%	nt	nt	nt	nt	nt	nt	nt	nt	-3%
CCC(=O)N1CCN(c2ccc(Cl)cc2NC(=O)c2ccc([N+](=O)[O-])o2)CC1	-7%	-0.1%	4%	4.3	60	10%	i	6	6%	-15	666	14%
COc1ccc(-c2cc(CC3(C(=O)O)CCN(C(=O)OC(C)(C)C)CC3)on2)c(OC)c1	-15%	-0.1%	-1%	0.4	90	12%	i	27	6%	5	809	-8%
CC(=O)NCC1COc2ccccc2O1 (centres undefined)	-2%	-1.9%	7%	-1.8	70	9%	i	33	10%	12	727	-1%
CCN(CC)c1ccc(/C=N/NC(=O)c2ccc3c(c2)OCCO3)cc1	-5%	0.0%	-9%	1.6	54	nt	nt	nt	18%	3	819	1%
O=C(COc1ccccc1)Nc1ccc2c(c1)nc1n2CCOC1	-5%	0.2%	1%	-3.6	78	0%	i	37	2%	nt	nt	-6%
O=C(/C=C/c1ccc(F)cc1)c1ccccc1Br	8%	-0.1%	16%	18	39	10%	i	48	7%	-1	680	-10%
COc1cc([C@@H]2CC=C(C(=O)O)CN2S(=O)(=O)c2ccc(C)cc2)cc(OC)c1OC	nt	nt	nt	-1.2	80	3%	i	24	7%	nt	nt	nt
N#CC1(C#N)[C@@H](C(=O)C23CC4CC(CC(C4)C2)C3)C12CCOCC2	-5%	-0.2%	15%	0.2	52	8%	i	27	5%	6	637	8%
SMILES	LYP phosphatase	GPR55 beta-arrestin	GPR55 LPI antagonism	NTR1 ag	NTR1 ag cell count 20 µM	SV40 large T antigen	T cell HTS	T cell HTS vesicle-bound %	MgcRacGAP inhibition	Lipid droplet	Lipid droplet cells 6.5 µM	GPR35 antagonists
Cc1c(-c2c(C#N)c(N)nc3c2CCCCCC3)cnn1C	-3%	0.3%	11%	0.0	71	18%	i	40	5%	nt	nt	1%
CCn1cc(C2C(C(=O)Nc3cc(C)ccn3)=C(C)NC3=C2C(=O)CC(C)(C)C3)c(C)n1 (centres undefined)	-7%	-0.5%	6%	1.3	67	7%	i	54	5%	3	692	6%
O=C(CCc1ccccc1)OCCOC(=O)CCc1ccccc1	-7%	-0.1%	8%	0.1	48	27%	i	47	6%	-2	781	7%
Cc1ccc(NC(=O)Cc2nnc(SCC(=O)NC3CCCC3)n2C)cc1	-10%	0.0%	-6%	0.4	73	20%	i	48	6%	-3	827	12%
COc1ccc(S(=O)(=O)Oc2c(OC)cc(C(=S)N3CCOCC3)cc2OC)cc1	-5%	0.2%	-2%	2.5	68	10%	i	49	17%	-40	759	-3%
CCN=C1S/C(=C/c2ccc(-c3ccc(F)cc3)o2)C(=O)N1CC	-5%	0.4%	8%	7.0	51	-3%	i	2	nt	-1	848	14%
Cc1ccccc1C(=O)Nc1ccnn1C1CCN(Cc2ccc(CO)o2)CC1	-14%	-0.1%	14%	0.3	57	2%	i	6	3%	-4	734	13%
Cc1cccc(NS(=O)(=O)c2cccc(C(=O)N3CCCC(C(F)(F)F)C3)c2)c1 (centres undefined)	nt	nt	nt	0.9	49	24%	i	20	9%	nt	nt	nt
CC1(C)CNC(=O)CC(C)(C)N1O	1%	0.0%	1%	0.2	41	8%	i	9	4%	5	758	13%
O=C(Nc1cnn(Cc2ccccc2)c1)c1cc2nc(-c3ccco3)cc(C(F)(F)F)n2n1	-7%	0.3%	15%	2.2	43	2%	i	32	9%	nt	nt	7%
Cc1nc2cc3sc(C)nc3cc2s1	-4%	-0.2%	10%	-0.9	65	23%	i	56	3%	25	713	-10%
CN1CCN(Cc2nc3ccccc3c(=O)n2Cc2nc(-c3ccc4ccccc4c3)cs2)CC1	-6%	-0.1%	32%	nt	nt	6%	i	36	31%&16%	-32	585	-1%
COc1ccccc1NC(=O)c1cc2c(=O)n(C)c3ccccc3c2n1C	4%	0.3%	14%	10	70	8%	i	36	1%	-4	707	-2%
COc1ccc(C2/C(=C(\O)c3ccc4c(c3)OCCO4)C(=O)C(=O)N2c2nc(C)c(C(C)=O)s2)cc1 (centres undefined)	6%	0.3%	-8%	0.7	60	18%	i	13	8%	9	754	-5%
O=C(Nc1ccc(S(=O)(=O)NC2CCCC2)cc1)c1cnccn1	-1%	0.1%	-5%	0.8	89	3%	i	34	5%	5	711	28%
O=C(O)c1cccc(N/N=C/c2ccc(OC(F)(F)F)cc2)c1	-3%	-0.2%	-10%	1.0	90	3%	i	56	2%	nt	nt	-7%
CSCC[C@H](NC(=O)CC(C)(C)C)c1nc2ccccc2[nH]1	-6%	-0.1%	11%	1.8	58	18%	i	15	-7%	nt	nt	-5%
COc1ccc(C)cc1S(=O)(=O)N(C)CC(=O)NCc1ccco1	-15%	-0.1%	5%	1.3	71	12%	i	50	8%	-11	711	-1%
NC(=O)c1ccccc1N/C=C/C(=O)c1ccc(Cl)cc1	-4%	0.2%	14%	0.6	62	3%	i	51	8%	1	794	-2%
COc1ccc(C(=O)/C=C/c2ccc(-c3ccccc3)cc2)cc1CSCC(=O)O	9%	0.0%	-6%	2.2	53	16%	i	6	15%	-2	703	-1%
COc1cc(Nc2nc3ccc(Cl)cc3n3cnnc23)cc(OC)c1OC	-9%	0.0%	11%	2.2	62	0%	i	24	5%	31	843	-4%
COc1ccc(NC(=O)CCn2c(=O)c3cccn3c3ccccc32)cc1	-8%	0.3%	0%	2.2	68	-4%	i	9	4%	-15	703	-2%
Cc1ccc(NC(=O)c2ccc(S(=O)(=O)N3CCOCC3)cc2)cc1	-5%	-0.2%	14%	-1.2	60	4%	i	35	0%	-2	778	-5%
CCOC(=O)c1ccc(COC(=O)CNS(=O)(=O)c2ccccc2)cc1	-3%	-0.3%	-1%	2.3	41	29%	i	44	6%	-3	740	-4%
COc1cccc(/C=N\NC(=O)c2ccc(Cn3cc(Br)c([N+](=O)[O-])n3)o2)c1O	-5%	-0.1%	2%	1.0	43	24%	i	40	9%	-9	686	6%

Laid out differently: entries from further up.
> CSCC[C@H](NC(=O)CC(C)(C)C)c1nc2ccccc2[nH]1
  LYP phosphatase = -6%	GPR55 beta-arrestin = -0.1%	GPR55 LPI antagonism = 11%	NTR1 ag = 1.8	NTR1 ag cell count 20 µM = 58	SV40 large T antigen = 18%	T cell HTS = i	T cell HTS vesicle-bound % = 15	MgcRacGAP inhibition = -7%	Lipid droplet = nt	Lipid droplet cells 6.5 µM = nt	GPR35 antagonists = -5%
> Cc1cccc(NS(=O)(=O)c2cccc(C(=O)N3CCCC(C(F)(F)F)C3)c2)c1 (centres undefined)
  LYP phosphatase = nt	GPR55 beta-arrestin = nt	GPR55 LPI antagonism = nt	NTR1 ag = 0.9	NTR1 ag cell count 20 µM = 49	SV40 large T antigen = 24%	T cell HTS = i	T cell HTS vesicle-bound % = 20	MgcRacGAP inhibition = 9%	Lipid droplet = nt	Lipid droplet cells 6.5 µM = nt	GPR35 antagonists = nt

Assay outcomes deposited in PubChem BioAssay by several laboratories.
